Screening data as filed in PubChem BioAssay.
INS promoter inh = TRM-6 insulin promoter activity inhibition | TRM-6 cells (human fetal islet line), insulin promoter-eGFP reporter, imaging; reporter expression induced with tamoxifen | inhibition, % at 2 µM | hit rate 0.9% among 130,000;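 active = inhibition above the mean plus 3 SD, with well images judged a real hit on visual review, cut at about 60% in these data, passing the limit was not always enough; inconclusive = inhibition over the cutoff but images rejected on review; inactive = inhibition not above the cutoff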
SDO1 yeast rescue = sdo1-depleted yeast growth rescue. S. cerevisiae sdo1-depleted JHY4D growth rescue, OD600 30 h; stronger effect = higher value; pdr5 snq2 efflux-pump mutant strain. hit rate 0.21% among 140,000. z-score at 10 µM;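 active = z-score above 3 at both the 24 hr and the 30 hr optical density reads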;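 note: z-score against mean and SD of all compound wells on the same plate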
SDO1 yeast rescue Rescue 24 h = also measured in SDO1 yeast rescue; calls as there; z-score; S. cerevisiae sdo1-depleted JHY4D growth rescue, OD600; measured here: growth rescue at 24 h;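 0 is the plate mean of compound wells and units are plate SD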
Active calls of the source: *; ? = inconclusive; . = no result given; & = joins results of further samples; [ ] = remark or other dose.

SMILES	INS promoter inh	SDO1 yeast rescue	SDO1 yeast rescue Rescue 24 h
COc1cc([N+](=O)[O-])ccc1NC(=S)N1CCN(c2ccccn2)CC1	20	.	.
O=[N+]([O-])c1cccc(C2NCC(c3ccccc3Cl)c3c2[nH]c2ccccc32)c1 (stereo not given)	-5	.	.
C=CCOc1nc2c(c(=O)n(C)c(=O)n2C)n1C	-33	0.04	0.11
O=C(Cn1nnc(-c2ccccc2NC(=O)c2ccccc2F)n1)NCc1ccco1	50	0.63	2.7
O=C(Nc1nnc(C2CCCO2)s1)c1cccs1 (stereo not given)	31	0.44	-0.05
CCN(CC)c1ccc(C(=O)Nc2ccccc2)cc1[N+](=O)[O-]	-12	.	.
COc1ccc(CCN2C(=O)C3C4CCC(C4=C(C)C)C3C2=O)cc1OC (stereo not given)	.	-0.13	-0.34
Cc1nn(CC#N)c(=O)n1N(C)c1ncc(C(F)(F)F)cc1Cl	30	.	.
Cc1nc(Nc2ccc3c(c2)OCCO3)c2c(C)c(C)sc2n1	14	.	.
O=C(Cn1[nH]c(=O)c2ccccc2c1=O)N1CC=C(c2ccccc2)CC1	3	-0.62	0.67

Exported bar-delimited: 6 of the compounds above
compound | INS promoter inh | SDO1 yeast rescue | SDO1 yeast rescue Rescue 24 h
O=C(Nc1nnc(C2CCCO2)s1)c1cccs1 (stereo not given) | 31 | 0.44 | -0.05
Cc1nn(CC#N)c(=O)n1N(C)c1ncc(C(F)(F)F)cc1Cl | 30 | . | .
O=C(Cn1[nH]c(=O)c2ccccc2c1=O)N1CC=C(c2ccccc2)CC1 | 3 | -0.62 | 0.67
C=CCOc1nc2c(c(=O)n(C)c(=O)n2C)n1C | -33 | 0.04 | 0.11
COc1ccc(CCN2C(=O)C3C4CCC(C4=C(C)C)C3C2=O)cc1OC (stereo not given) | . | -0.13 | -0.34
CCN(CC)c1ccc(C(=O)Nc2ccccc2)cc1[N+](=O)[O-] | -12 | . | .

Other compounds follow:
SMILES	INS promoter inh	SDO1 yeast rescue	SDO1 yeast rescue Rescue 24 h
Cc1cccc(N(C(=O)CCC(=O)Nc2ccccn2)C(C(=O)NC(C)C)c2ccc(O)cc2)c1 (stereo not given)	35	0.22	0.13
COC(=O)c1c(C)nc2ccccc2c1C(=O)O	55	0.94	0.01
Cc1nn(C(C)C(=O)N2CCc3ccccc32)c(C)c1[N+](=O)[O-] (stereo not given)	.	-0.38&-0.6	-1.5&-1.1
O=C(O)Cc1ccc2c(c1)N(S(=O)(=O)c1cccc(C(F)(F)F)c1)CC(C(=O)O)O2 (stereo not given)	-27	1.6	0.68
CSc1ccccc1NC(=O)CN(c1ccccc1Br)S(C)(=O)=O	-32	-0.81	-0.96
COc1ccc(N=c2oc3cc(O)ccc3cc2C(=O)NCC2CCCO2)c(OC)c1 (stereo not given)	-93	0.44	2.5
O=C(NCCCn1ccnc1)/C(=C\c1cccnc1)NC(=O)c1ccccc1Br	-27	0.32	0.37
O=C(OCc1cccs1)c1ccccc1NS(=O)(=O)c1ccc2c(c1)OCCO2	-8	-0.4	-0.25
O=C(NCCn1cc(SCc2ccccc2)c2ccccc21)c1ccccc1F	0	-0.52	0.1
Cc1nc(C(F)(F)F)c(C(=O)NC(=O)Nc2ccc(OC(F)(F)F)cc2)s1	-4	0.23	0.07
COC(=O)c1ccc(NC(=O)C23CCC(C)(C(=O)O2)C3(C)C)cc1 (stereo not given)	-18	-0.4	-0.8
O=C(O)c1cc([N+](=O)[O-])cc2c1nnn2O	60	.	.
Cc1cnn2c(C3CC3)ccnc12	50	.	.
Cc1cc(C)n(-c2nnc(C)n2/N=C/c2ccccc2O)n1	-5	0.29	0
CN1CCCC(OC(=O)c2ccc3c(c2)OCCO3)C1 (stereo not given)	32	1.1	1.5
CN1CCN(S(=O)(=O)c2cccc(C(=O)NCc3ccccc3Cl)c2)CC1	-45	.	.
Cc1cc(-c2cccnc2)c(C#N)c(SCC#N)n1	59	0.75	0.27
CCOC(=O)c1ccc(NC(=O)Cn2cc3c(n2)CCC(C)C3)cc1 (stereo not given)	.	-1.8	-0.96
COCc1cc(C)nc(OCC(=O)N/N=C/c2ccccc2)c1C#N	-36	.	.
O=C(Nc1nc2ccccc2n1Cc1ccc(Cl)cc1)c1ccco1	-158	-1.8	-0.68

An excerpt from above in order of formula weight, lowest first.
SMILES	INS promoter inh	SDO1 yeast rescue	SDO1 yeast rescue Rescue 24 h
Cc1cc(-c2cccnc2)c(C#N)c(SCC#N)n1	59	0.75	0.27
CN1CCCC(OC(=O)c2ccc3c(c2)OCCO3)C1 (stereo not given)	32	1.1	1.5
Cc1cc(C)n(-c2nnc(C)n2/N=C/c2ccccc2O)n1	-5	0.29	0
Cc1nc(Nc2ccc3c(c2)OCCO3)c2c(C)c(C)sc2n1	14	.	.
Cc1nc(C(F)(F)F)c(C(=O)NC(=O)Nc2ccc(OC(F)(F)F)cc2)s1	-4	0.23	0.07
Cc1cccc(N(C(=O)CCC(=O)Nc2ccccn2)C(C(=O)NC(C)C)c2ccc(O)cc2)c1 (stereo not given)	35	0.22	0.13

One compound at a time (already shown).
CCOC(=O)c1ccc(NC(=O)Cn2cc3c(n2)CCC(C)C3)cc1 (stereo not given) is listed as INS promoter inh: .; SDO1 yeast rescue: -1.8; SDO1 yeast rescue Rescue 24 h: -0.96
COCc1cc(C)nc(OCC(=O)N/N=C/c2ccccc2)c1C#N is listed as INS promoter inh: -36; SDO1 yeast rescue: .; SDO1 yeast rescue Rescue 24 h: .

Next part:
SMILES	INS promoter inh	SDO1 yeast rescue	SDO1 yeast rescue Rescue 24 h
Cc1ccc(NC(=O)c2ccco2)cc1C	-10	1.5	1
O=C(CN(C(=O)c1ccco1)c1cccc(F)c1)NCc1ccc(F)cc1	.	0.25	0.05
O=C(CN1CCN(Cc2ccccc2)CC1)N1CCCCCC1	24	.	.
CCOC(=O)N1CCN(C(=O)C2CCN(S(=O)(=O)c3cc(C)ccc3OC)CC2)CC1	-44	.	.
COc1cc2[nH]c(=S)n(Cc3ccc(C)cc3)c(=O)c2cc1OC	61	.	.
Cc1ccc2nc(CSc3nnc(-c4ccco4)n3-c3ccccc3)cc(=O)n2c1	8	.	.
Cc1ccc(NC(=O)CN2C(=O)NC(Cc3c[nH]c4ccccc34)C2=O)cc1S(=O)(=O)N1CCCCC1 (stereo not given)	38	0.41	0.17
Clc1ccccc1CN1CCN(CCCc2ccccc2)CC1	8	.	.
O=C(NCc1ccc(Cl)c(Cl)c1)c1cccnc1	-19	1.5	0.05
CSc1ccccc1NC(=O)COc1ccc(Cl)cc1C	3	-0.64	-0.42
CC(C)CCNC(=O)Cn1c(=O)oc2cc(S(=O)(=O)N3CCc4ccccc43)ccc21	.	-0.51	-1.1
Cc1cccc2nc(-c3cccc(NC(=O)c4ccc(Cl)cc4)c3)cn12	-12	-1.7	-0.67
O=C(NCCCCc1ccccc1)C1CC(c2ccc([N+](=O)[O-])cc2)=NO1 (stereo not given)	-27	-0.5	0.29
c1ccc(Cc2cc(-c3ccccc3)on2)cc1	-30	-0.62	-0.61
Cc1nc2cc(NCc3cc([N+](=O)[O-])ccc3O)ccc2n1Cc1ccccc1	64	.	.
CC1(C)Cc2ccccc2C(=NCCCCCC(=O)O)N1	-162	1.6	1.8
COc1ccc(C(=O)/C=C\N2CCOCC2)cc1	-35	0.7	0.01
O=C(CSc1nnc(-c2ccco2)o1)c1ccccc1	.	1.2	3.1
COC(=O)CCC(=O)Nc1nnc(C(F)(F)F)s1	0	0.33	-0.72
COCCOC(=O)c1c(C)n(C)c2ccc(OC(=O)N3CCOCC3)cc12	.	-0.71	-0.6
CCc1ccccc1S(=O)(=O)Cc1ccc(C(=O)NCC2CCCO2)o1 (stereo not given)	.	0.38	0.11
COc1cccc(/C=N/c2sc(Cc3ccccc3)c(C)c2C(N)=O)c1O	22	-1.3	-1.2
C=CCn1c(C)cc(C(=O)COC(=O)c2ccc3c(c2)NC(=O)CS3)c1C	-4	-0.21	-0.31
COc1ccc(C2NC3=C(CCC3)C3(C#N)C(OC)(OC)N=C(N)C23C#N)cc1 (stereo not given)	61	1.1[9 µM]	0.99
CCCCNS(=O)(=O)c1ccc2nc(-c3cccnc3)cc(C(=O)NC(C)C)c2c1	25	0.23	-1.6
Cc1ccc(-n2nc(C(=O)O)c(O)cc2=O)cc1	24	.	.
CCCCNCCCCOc1ccccc1	16	0.47	0.34
CC1CCN(C(=O)C2Cc3ccccc3CN2S(=O)(=O)c2ccc(F)cc2)CC1 (stereo not given)	.	-1.1	-0.94
CCN(CC)S(=O)(=O)c1cccc(-c2n[nH]c(=S)n2/N=C/c2ccc(OC)cc2)c1	31	-0.59	0.03
CSc1nnc(Cn2c(=O)sc3ccccc32)n1-c1ccccc1C	.	-1.1	-1.6
O=C(CN1CCN(C2CCCCC2)CC1)c1ccc2cc[nH]c2c1	.	0.41	0.08
O=C1OCCN1CCNCc1cn(-c2ccc(F)cc2)nc1-c1ccccc1Cl	27	.	.
C=CCOc1cccc(CNn2cn[nH]c2=S)c1	-8	1.4	1
COC(=O)c1c(NC(=O)COC(=O)CNC(=O)C2CCCCC2)sc(C)c1C	-31	-1.1	-1.6
Cc1ccc(C2=Nc3ccccc3NC(C)(c3ccc(C)o3)C2)o1 (stereo not given)	-13	-2.2	-1.5
C(=C\c1ccccc1)/C=N/Nc1nc(N2CCOCC2)nc(N2CCOCC2)n1	.	0.53	-1.3
COc1nn(CC(=O)N2N=C(C)CC2(O)C(F)F)cc1[N+](=O)[O-] (stereo not given)	0	0.46	0.2
COc1ccc(NC(=O)CN(C)S(=O)(=O)c2ccccc2)c([N+](=O)[O-])c1	47	-0.43	-1.2
Cc1ccc(-c2nnn(CC(=O)N(CC3CCCO3)C(C(=O)NC3CCCC3)c3ccc(O)cc3)n2)o1 (stereo not given)	-7	.	.
COC(=O)C(C)Sc1nc(NCc2ccccc2)nc(N(C)C)n1 (stereo not given)	43	.	.
CCN(c1ccccc1)S(=O)(=O)c1cnc[nH]1	0	1.2	1
Cc1n[nH]c(=S)n1/N=C/c1ccccc1OCc1ccc(Cl)cc1	-86	-0.96	-0.54
CC(C)N(Cc1nc(-c2ccccc2)no1)C(=O)c1ccc2c(c1)OCO2	-37	-0.3	-0.15
Cc1ccc(C)c2c1cc(C)c1nnc(SCC(=O)Nc3nc4c(s3)CCCC4)n12	56	-0.99	-1.3
O=C(c1coc(=O)c(Br)c1)N1CCCc2ccccc21	.	0.58	0.6
CC(=O)N1CCN(c2ccc(NCc3ccc(C)cc3)cc2)CC1	.	0.57	1.1
CCc1nnc(NC(=O)CSc2nnc(-c3ccoc3C)n2-c2ccccc2)s1	81*	0.46	0.66
Cc1cc(Nc2ccc(F)cc2Cl)n2ncnc2n1	.	0.74	0.29
CCOC(=O)c1cc2sccc2n1CC(=O)N1CCc2ccccc21	.	-0.47	0.95
O=C(Nc1ccccc1)c1ccc(NCc2cccnc2)c(S(=O)(=O)N2CCOCC2)c1	45	-0.08	-0.08

Next part
SMILES	INS promoter inh	SDO1 yeast rescue	SDO1 yeast rescue Rescue 24 h
O=C(CCN1CCN(C/C=C/c2ccccc2)CC1)Nc1cccc(F)c1	-57	.	.
CCCc1cc(=O)n2[nH]c(SCc3ccccc3)nc2n1	.	-0.09	-0.73
Cc1cc(C(=O)COC(=O)c2cccs2)c(C)n1-c1c(C)n(C)n(-c2ccccc2)c1=O	-48	0.42	0.46
CC(C)OP(=O)(OC(C)C)C(Nc1ccccc1)c1cccc2c1OCO2 (stereo not given)	.	-1.2	-1.4
CCOC(=O)C1(Cc2ccc(OC)cc2)CCN(C(=O)c2sc(C)nc2C)CC1	40	.	.
Cc1ccc(O)c(C(=O)c2cnn(-c3ccc(S(=O)(=O)N4CCOCC4)cc3[N+](=O)[O-])c2)c1	-8	-0.92	0.1
Cc1cc(Br)ccc1OCCn1ccnc1	-15	-0.27	-0.12
COc1ccc(C(=O)Nc2cccc(-c3ccc4nncn4n3)c2)cc1OC	17	.	.
CCOc1ccc(NC(=O)c2oc3ccccc3c2NC(=O)CC)cc1	50	-0.78	-0.91
Nc1nc(-c2ccccc2)nc(-c2ccccc2O)n1	-21	.	.
COC(=O)C(CCSC)NC(=O)C(NC(=O)C1CCC(C)CC1)C(C)C (stereo not given)	.	-0.14	-0.75
COCCOC(=O)c1[nH]c2c(c1C)C(=O)CC(c1ccc(N(C)C)cc1)C2 (stereo not given)	6	-1.1	-1.2
COC(=O)/C=C/c1ccc2c(c1)OCO2	-4	.	.
CC(=O)NC1CCC(C(=O)O)(c2ccccc2)C1 (stereo not given)	9	-0.34	-0.74
O=C(CSc1nc(N2CCCCC2)nc(N2CCCCC2)n1)N1CCc2ccccc21	-342	-0.96	0.6
CC(C)OCC(O)CN1CCN(CC(O)COc2ccc3c(c2)OCO3)CC1 (stereo not given)	63	0.26	0.06
CSc1nncc(/C(C)=N\Nc2ccccc2)n1	.	-0.43	0.17
C=CCn1c(C)cc(C(=O)CSc2n[nH]c(N)n2)c1C	-6	0.37	-0.62
O=C(Nc1ccc2c(c1)ncn2-c1ccccc1)c1ccco1	0	-0.32	-0.81
CCCC(=O)c1ccc(N2CCC(C)CC2)c(F)c1	-46	-0.82	-0.55
COc1ccc(S(=O)(=O)N2CCN(c3cccc(C)c3C)CC2)cc1	.	-0.67	-0.03
CC1(C)C2([N+](=O)[O-])CN3CC1([N+](=O)[O-])CN(C2)C31CCCC1	-43	1.1	0.32
COc1ccc(NC(=O)C(OC(=O)c2ccc([N+](=O)[O-])o2)c2ccccc2)cc1Cl (stereo not given)	0	-1.2	-0.74
CCCn1cc(C(CC(=O)O)C(=O)O)c2ccccc21 (stereo not given)	4	1.1	-0.35
C=CCN1C(=NC(=O)CCCC(=O)O)SC2CS(=O)(=O)CC21 (stereo not given)	?	0.6	0.68
Cc1ccnc2nc(C(=O)NC3=NCCS3)nn12	.	1.4	1.3
O=C(NNc1cccc(Cl)n1)Nc1ccccc1	36	0.26	0.15
